Screening data: PubChem, Broad Institute
LGR2 antag = Drosophila LGR2 receptor signaling inhibition; HEK293 LGR2, CRE-luciferase, bursicon-stimulated, 4 h; inhibition, % at 9.99 µM; hit rate 0.35% among 380,000;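 active = drop in luminescence signal, shown as inhibition above about 50% in the replicate tests, limit read from the data, passing the limit was not always enough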;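 note: agonist challenge used bursicon conditioned medium at about half maximal strength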
S100A4 inh HTS = S100A4-myosin IIA interaction inhibition | AID 652163 | hit rate 0.14% among 360,000 | inhibition, % at 10.7 µM | S100A4/TAMRA-MyoIIA peptide fluorescence polarization;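 active = mean inhibition of at least 70% across replicates, with every replicate also reaching that level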
Target sequence (P26447 whole entry, looked up): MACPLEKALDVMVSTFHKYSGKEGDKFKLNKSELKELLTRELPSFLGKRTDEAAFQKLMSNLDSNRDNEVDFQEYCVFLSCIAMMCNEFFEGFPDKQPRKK
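Assay system: human S100A4 monomer with TAMRA-labelled myosin IIA peptide / Buffer or medium: Calcium-containing HEPES buffer, pH 7.2 / Reagent: TAMRA-labelled myosin IIA heavy-chain peptide probe, 5 nM / Compound: one dose per compound / Timing: polarization read 5 min after assay mix addition, stable 5–60 min / Benchmarks: neutral control DMSO, positive control TFP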
FN deposit inh = fibronectin deposition inhibition; AH1F fibroblasts, Alexa488-fibronectin deposition fluorescence, overnight; inhibition, % at 12.6 µM; hit rate 0.086% among 350,000;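 active = mean inhibition across replicates of 30% or more, regardless of how many single replicates reach that level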;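 note: positive control wells lacked labelled fibronectin entirely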
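Material: AH1F fibroblast monolayer depositing Alexa488-labelled fibronectin into matrix / Amount: 10000 AH1F cells per well / Signal: fluorescence 485/525 nm / Medium: DMEM, 2% serum / Compound: single dose, pinned / Incubation: 1 h cell adhesion before compound, then overnight fibronectin incubation / Reagent: Alexa488-FN, 24 nM final / Read-out: inhibition of fibronectin deposition signal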
esBAF inh = inhibitors of esBAF chromatin remodeling in mouse ES cells; Bmi1-luciferase knock-in reporter, 24 h; 100% = twice the neutral-well signal; reporter increase, % at 12.5 µM; hit rate 2% among 350,000; in the data active = activation above about 40%;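 note: 0% = median of the plate's neutral control wells and 100% = double that signal; a rise in the Bmi1 reporter signal indicates esBAF inhibition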
C2C12 statin = suppression of simvastatin myotoxicity | C2C12 myotubes + simvastatin, ATP luminescence, 48 h; scaled: DMSO 0, geranylgeraniol control 100 | rescue of ATP level, % at 7.49 µM | AID 602340 | hit rate 0.78% among 330,000;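 active = mean ATP rescue above about 67%, or every replicate alone reaching that limit, limit read from the data, passing the limit was not always enough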;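 note: myotubes were challenged with 10 µM simvastatin during compound exposure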
Casp6 inh = caspase-6 (human) enzyme inhibition | hit rate 0.53% among 350,000 | purified caspase-6, Z-VEID-R110 cleavage fluorescence | inhibition, % at 12.5 µM;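 active = mean inhibition across replicates at least about 35%, with every replicate also reaching that limit, limit read from the data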;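 note: 0% = median of neutral control wells and 100% = no fluorescence left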
Target sequence (P55212 24-179 limits assumed): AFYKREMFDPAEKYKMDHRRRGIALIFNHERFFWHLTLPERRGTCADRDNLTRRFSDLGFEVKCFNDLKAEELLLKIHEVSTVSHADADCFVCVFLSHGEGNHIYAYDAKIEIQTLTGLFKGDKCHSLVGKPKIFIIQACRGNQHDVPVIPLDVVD
Target sequence (P55212 194-293 limits assumed): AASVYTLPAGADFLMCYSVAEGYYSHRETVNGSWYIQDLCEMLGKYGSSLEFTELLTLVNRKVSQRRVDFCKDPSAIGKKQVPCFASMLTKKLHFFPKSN
SIRT5 inh = blocks human SIRT5 desuccinylation of peptide | Q9NXA8 | inhibition, % at 15 µM | hit rate 1.1% among 330,000 | Purified SirT5, succinyl-peptide AMC, trypsin-coupled fluorescence; in the data active = inhibition above about 15%
Target sequence (Q9NXA8 whole entry, looked up): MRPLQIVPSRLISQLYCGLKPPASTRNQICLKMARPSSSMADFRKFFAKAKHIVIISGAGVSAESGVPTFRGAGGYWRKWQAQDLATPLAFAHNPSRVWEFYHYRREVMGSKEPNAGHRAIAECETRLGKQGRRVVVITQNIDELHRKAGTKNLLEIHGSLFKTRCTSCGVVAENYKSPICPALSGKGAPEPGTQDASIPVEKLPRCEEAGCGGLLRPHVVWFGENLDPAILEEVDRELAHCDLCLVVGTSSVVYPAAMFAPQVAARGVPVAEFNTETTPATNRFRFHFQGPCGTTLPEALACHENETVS
Starred values were filed as active, the others as inactive. This is a subset. The share of hits here may be higher or lower than overall.

What do the screens show for `CC(CCN1CCN(CCO)CC1)c1ccccc1` (configuration not stated)?
LGR2 antag: 11; S100A4 inh HTS: -7; FN deposit inh: 8; esBAF inh: -9; C2C12 statin: -12; Casp6 inh: -4; SIRT5 inh: -2

How did CC(C)OC(=O)CC(=O)CSc1nc2c(c(-c3cccs3)c1C#N)CCC2 do in these assays?
S100A4 inh HTS: -9; FN deposit inh: -3; Casp6 inh: 4; SIRT5 inh: 6

What do the screens show for `COc1ccc(C(=O)NCCn2cc(SCC(=O)NCC3CCCO3)c3ccccc32)cc1OC` (configuration not stated)?
LGR2 antag: 2; S100A4 inh HTS: -20; FN deposit inh: 1; esBAF inh: 2; C2C12 statin: -17; Casp6 inh: -3; SIRT5 inh: -2

How did CCN(c1ccc(OC)cc1)S(=O)(=O)N1CCCC(C(=O)NC(C)c2ccccc2)C1 (configuration not stated) do in these assays?
LGR2 antag: 10; S100A4 inh HTS: -4; FN deposit inh: 2; esBAF inh: 10; C2C12 statin: 16; Casp6 inh: 0; SIRT5 inh: 3

How did Cc1ccc(C(=O)Oc2ccccc2N2C(=O)C3C4CCC(C4)C3C2=O)cc1 (configuration not stated) do in these assays?
LGR2 antag: 8; S100A4 inh HTS: 1; FN deposit inh: 9; Casp6 inh: 0; SIRT5 inh: 2

Results for O=C(COC(=O)Cc1n[nH]c(=O)c2ccccc12)NNC(=O)c1ccccc1 ?
LGR2 antag: -18; S100A4 inh HTS: -3; FN deposit inh: 4; esBAF inh: -8; C2C12 statin: -1; Casp6 inh: 2; SIRT5 inh: -1

How did O=C(CN1C(=O)/C(=C/c2ccc(F)cc2)SC1=S)NC1CCS(=O)(=O)C1 (configuration not stated) do in these assays?
LGR2 antag: 16; S100A4 inh HTS: -1; FN deposit inh: -6; esBAF inh: -6; C2C12 statin: -9; Casp6 inh: 3; SIRT5 inh: -10

What do the screens show for `Cn1cnc(S(=O)(=O)N2C[C@H](O)COC[C@H]3O[C@@H](CC(=O)N4CCN(c5ccccc5)CC4)CC[C@@H]32)c1`?
LGR2 antag: -14; S100A4 inh HTS: 9; FN deposit inh: -2; esBAF inh: -4; C2C12 statin: -19; Casp6 inh: 1; SIRT5 inh: -2

What do the screens show for `CCCNC(=O)N(C)C[C@H]1Oc2ncc(C3=CCCC3)cc2C(=O)N([C@@H](C)CO)C[C@@H]1C`?
LGR2 antag: 5; S100A4 inh HTS: 5; esBAF inh: -5; C2C12 statin: 5; Casp6 inh: 0; SIRT5 inh: 4

Results for O=C(NN1C(=O)c2ccccc2C1=O)C1C2CCCCC21 (configuration not stated) ?
LGR2 antag: 4; S100A4 inh HTS: -6; FN deposit inh: -5; Casp6 inh: -3; SIRT5 inh: -2

What do the screens show for `CC(C)CNC(=O)c1ccccc1NC(=O)c1ccc(CSc2ccccc2)cc1`?
LGR2 antag: 9; S100A4 inh HTS: -3; FN deposit inh: 3; Casp6 inh: 2; SIRT5 inh: -4

What do the screens show for `O=C(OCc1ccccc1F)c1ccc2c(c1)OCCO2`?
FN deposit inh: -7; esBAF inh: 58*; C2C12 statin: -15

How did Cc1ccc(NS(=O)(=O)c2c(C(=O)N3CCOCC3)c(C)n(C)c2C)cc1C do in these assays?
LGR2 antag: 0; S100A4 inh HTS: -8; FN deposit inh: 1; esBAF inh: 0; C2C12 statin: 8; Casp6 inh: -1; SIRT5 inh: -8

What do the screens show for `CN(C)CC(=O)N1[C@H](C#N)[C@H](c2ccc(-c3cccc(C(=O)N(C)C)c3)cc2)[C@@H]1CO`?
LGR2 antag: 10; S100A4 inh HTS: -8; FN deposit inh: 2; esBAF inh: -1; C2C12 statin: -6; Casp6 inh: -3; SIRT5 inh: 0

What do the screens show for `CC(=O)Nc1ccc(OCCOc2ccccc2C(C)=O)cc1`?
LGR2 antag: -12; S100A4 inh HTS: 5; FN deposit inh: 3; esBAF inh: 2; C2C12 statin: -2; Casp6 inh: -4; SIRT5 inh: -4

What do the screens show for `CCCC#Cc1cnc2c(c1)C(=O)N([C@H](C)CO)C[C@@H](C)[C@H](CN(C)C(=O)Cc1ccncc1)O2`?
LGR2 antag: -12; S100A4 inh HTS: -3; esBAF inh: -3; C2C12 statin: 8; Casp6 inh: 2; SIRT5 inh: 3

How did CCCCn1c(SCC(=O)Nc2nccs2)nc2ccccc2c1=O do in these assays?
FN deposit inh: 4; esBAF inh: -7; C2C12 statin: 0

What do the screens show for `Cc1cccc(C2=N/C(=C\c3cccnc3)C(=O)O2)c1`?
S100A4 inh HTS: -6; FN deposit inh: 3; esBAF inh: 7; C2C12 statin: 2

How did Cc1ccc(CCNC(=O)CN2C(=O)COc3ccccc32)cc1 do in these assays?
LGR2 antag: 0; S100A4 inh HTS: -3; FN deposit inh: 1; esBAF inh: 7; C2C12 statin: 6; Casp6 inh: 0

How did CCc1nc(NC(C)(C)C)c2cnn(-c3ccccc3)c2n1 do in these assays?
LGR2 antag: -106; S100A4 inh HTS: -10; FN deposit inh: -11; esBAF inh: 74*; C2C12 statin: -15; Casp6 inh: -2; SIRT5 inh: 0

How did Cc1cnc(C(=O)NCC(=O)Nc2ccccc2Br)cn1 do in these assays?
LGR2 antag: 10; S100A4 inh HTS: -5; FN deposit inh: -3; esBAF inh: 36; C2C12 statin: 10; Casp6 inh: 17; SIRT5 inh: 1

Results for C[C@H]1CN([C@@H](C)CO)C(=O)c2c(c3ccccc3n2C)-c2ccccc2CO[C@H]1CN(C)S(=O)(=O)Cc1ccccc1 ?
LGR2 antag: -13; S100A4 inh HTS: 11; FN deposit inh: -10; esBAF inh: 3; C2C12 statin: -10; Casp6 inh: 1; SIRT5 inh: 2

Results for Cc1onc(-c2ccccc2)c1C(=O)N1CCCC(C(F)(F)F)C1 (configuration not stated) ?
LGR2 antag: 14; S100A4 inh HTS: 0; FN deposit inh: -6; esBAF inh: -2; C2C12 statin: -9; Casp6 inh: -3; SIRT5 inh: -2

How did Cc1ccc(C2CC(=O)NC(SCc3ccccc3)=C2C#N)cc1 (configuration not stated) do in these assays?
FN deposit inh: -3; esBAF inh: 3; C2C12 statin: -15

Of the compounds above, these have fluorine.
How did O=C(CN1C(=O)/C(=C/c2ccc(F)cc2)SC1=S)NC1CCS(=O)(=O)C1 (configuration not stated) do in these assays?
LGR2 antag: 16; S100A4 inh HTS: -1; FN deposit inh: -6; esBAF inh: -6; C2C12 statin: -9; Casp6 inh: 3; SIRT5 inh: -10

What do the screens show for `O=C(OCc1ccccc1F)c1ccc2c(c1)OCCO2`?
FN deposit inh: -7; esBAF inh: 58*; C2C12 statin: -15

Results for Cc1onc(-c2ccccc2)c1C(=O)N1CCCC(C(F)(F)F)C1 (configuration not stated) ?
LGR2 antag: 14; S100A4 inh HTS: 0; FN deposit inh: -6; esBAF inh: -2; C2C12 statin: -9; Casp6 inh: -3; SIRT5 inh: -2

(cont.)
What do the screens show for `CC(=O)C1=C(S(=O)(=O)c2ccc(C)cc2)CS(=O)(=O)C1`?
LGR2 antag: -1; S100A4 inh HTS: 1; FN deposit inh: -1; Casp6 inh: 17; SIRT5 inh: 12

Results for CCc1nc2ccc(C(=O)NCCc3c[nH]c4ccccc34)cn2c1N(C=O)CCC(C)C ?
LGR2 antag: 20; S100A4 inh HTS: -3; FN deposit inh: -7; esBAF inh: -3; C2C12 statin: 0; Casp6 inh: -5; SIRT5 inh: -2

How did CCOC(=O)N1CCN(Cc2nc(N)nc(Nc3ccc(OC)cc3)n2)CC1 do in these assays?
LGR2 antag: -7; S100A4 inh HTS: 1; esBAF inh: 1; C2C12 statin: 9; Casp6 inh: -1; SIRT5 inh: -2

Results for Cc1nc(SCC(=O)Nc2ccccc2Cl)c2c(C)c(C)sc2n1 ?
LGR2 antag: 12; S100A4 inh HTS: -1; FN deposit inh: -2; esBAF inh: 2; C2C12 statin: -11; Casp6 inh: -4; SIRT5 inh: 0

How did Cc1ccc2c(c1)NC(=O)C(CC(=O)NCc1ccc(F)cc1)O2 (configuration not stated) do in these assays?
LGR2 antag: -9; S100A4 inh HTS: 0; FN deposit inh: -8; esBAF inh: 10; C2C12 statin: -4; Casp6 inh: -3

Results for COCCNC(=O)C[C@@H]1C[C@@H]2c3cc(NS(C)(=O)=O)ccc3O[C@@H]2[C@H](CO)O1 ?
LGR2 antag: -14; S100A4 inh HTS: -1; FN deposit inh: 1; esBAF inh: -2; C2C12 statin: -8; Casp6 inh: -2; SIRT5 inh: -3

How did CCCN(CCC)S(=O)(=O)c1nc2nc(C)cc(C)n2n1 do in these assays?
LGR2 antag: 10; S100A4 inh HTS: -5; FN deposit inh: -18; Casp6 inh: -4; SIRT5 inh: -3

What do the screens show for `O=C(CSc1nnc(CNc2ccc(F)cc2)n1Cc1ccco1)NC1CC1`?
FN deposit inh: -7; esBAF inh: -8; C2C12 statin: 22

Results for COc1cccc(C(=O)NCCS(=O)(=O)N2CCC(C)CC2)c1 ?
LGR2 antag: -24; S100A4 inh HTS: -2; FN deposit inh: 0; esBAF inh: -4; C2C12 statin: 7; Casp6 inh: -5; SIRT5 inh: -4

How did C[C@@H]1CN([C@@H](C)CO)C(=O)c2cc(NS(=O)(=O)c3ccccc3)ccc2O[C@@H](C)CCCCO[C@@H]1CN(C)C(=O)C1CCCCC1 do in these assays?
LGR2 antag: 12; S100A4 inh HTS: 3; FN deposit inh: 2; esBAF inh: 2; C2C12 statin: -26; Casp6 inh: 2; SIRT5 inh: 13

How did C[C@@H]1CN([C@H](C)CO)C(=O)Cc2cc(NS(=O)(=O)c3cn(C)cn3)ccc2O[C@H]1CN(C)C(=O)Nc1ccc2c(c1)OCO2 do in these assays?
LGR2 antag: 6; S100A4 inh HTS: 2; esBAF inh: -8; C2C12 statin: 7; Casp6 inh: -6; SIRT5 inh: 3

How did CCN(CCc1ccccc1)c1ccc2c(c1)C1CC2CCN1C(=O)OCc1ccccc1 (configuration not stated) do in these assays?
LGR2 antag: -12; S100A4 inh HTS: -2; FN deposit inh: 1; esBAF inh: 4; C2C12 statin: -9; Casp6 inh: -3; SIRT5 inh: 2

What do the screens show for `COc1ccc(-n2c(CNC(=O)COc3ccc(Cl)cc3Cl)n[nH]c2=S)cc1`?
LGR2 antag: -37; S100A4 inh HTS: -1; FN deposit inh: -5; Casp6 inh: 2; SIRT5 inh: -3

Results for COc1ccc(-c2cc3c(=O)n(CC(=O)NCc4ccccc4F)ncn3n2)cc1 ?
LGR2 antag: 5; S100A4 inh HTS: 2; FN deposit inh: 2; esBAF inh: 16; C2C12 statin: 1; Casp6 inh: 0; SIRT5 inh: -12

How did CC(C)c1ccc(NC(=O)COC(=O)C2CC3C=CC2C3)cc1 (configuration not stated) do in these assays?
LGR2 antag: -4; S100A4 inh HTS: -1; FN deposit inh: 0; esBAF inh: -2; C2C12 statin: -6; Casp6 inh: 2; SIRT5 inh: -2

How did CCc1cccc(OCC(=O)Nc2ccc(S(=O)(=O)N3CCCC3)cc2)c1 do in these assays?
LGR2 antag: 6; S100A4 inh HTS: -68; FN deposit inh: -1; Casp6 inh: -5; SIRT5 inh: 1

Results for O=C(C[C@H]1CC[C@H]2[C@@H](COC[C@@H](O)CN2C(=O)Cc2ccccc2)O1)NC1CCC1 ?
LGR2 antag: 21; S100A4 inh HTS: -45; FN deposit inh: -2; esBAF inh: -9; C2C12 statin: -5; Casp6 inh: -1; SIRT5 inh: 3

How did COc1cccc(NC(=O)COc2coc(CN3CCN(c4ccccc4)CC3)cc2=O)c1 do in these assays?
LGR2 antag: -10; S100A4 inh HTS: -1; FN deposit inh: 8; esBAF inh: -2; C2C12 statin: 4; Casp6 inh: 7; SIRT5 inh: -1

What do the screens show for `COc1cccc(-c2ccc3c(c2)O[C@@H](CN(C)Cc2cccnc2)[C@@H](C)CN([C@@H](C)CO)S3(=O)=O)c1`?
LGR2 antag: -1; S100A4 inh HTS: 7; FN deposit inh: -4; esBAF inh: 6; C2C12 statin: 18; Casp6 inh: -1; SIRT5 inh: 6
